Compound activity deposited in PubChem by several laboratories.
GlmU inhibition – inhibition of mycobacterial GlmU enzyme – biochemical, glucosamine-1-phosphate acetyltransferase (AID 1376) | M. tuberculosis GlmU acetyltransferase enzyme assay; higher % means a stronger effect | inhibition, %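 (tested at 30 µM in the primary screen)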, or IC50 in µM where a hit was titrated | 220,000 compounds, 0.25% hits; in the data active = inhibition above about 13%;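 note: 0% = complete reaction with vehicle and 100% = reaction without substrate; strong numbers were not always called active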
Mtb RmlCD inh – inhibitors of Mycobacterium tuberculosis RmlC and RmlD coupled enzymes. inhibition, % at 3.6 µM. P9WH09+P9WH11. 160,000 compounds, 0.03% hits. AID 1533. RmlC+RmlD coupled enzyme assay, percent inhibition; primary screen in compound mixtures; in the data active = inhibition mostly above about 34%, no sharp cut-off; note: some results filed as inactive read as strong as hits
Target sequence (P9WH09 whole entry, looked up): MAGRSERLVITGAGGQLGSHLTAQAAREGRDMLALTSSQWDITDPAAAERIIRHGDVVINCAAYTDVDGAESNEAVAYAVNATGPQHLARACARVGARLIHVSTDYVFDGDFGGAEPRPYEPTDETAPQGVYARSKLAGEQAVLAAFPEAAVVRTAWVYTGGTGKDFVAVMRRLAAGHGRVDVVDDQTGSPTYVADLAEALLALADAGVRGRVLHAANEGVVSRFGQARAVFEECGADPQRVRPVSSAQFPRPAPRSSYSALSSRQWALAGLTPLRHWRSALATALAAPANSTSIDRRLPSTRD
Target sequence (P9WH11 whole entry, looked up): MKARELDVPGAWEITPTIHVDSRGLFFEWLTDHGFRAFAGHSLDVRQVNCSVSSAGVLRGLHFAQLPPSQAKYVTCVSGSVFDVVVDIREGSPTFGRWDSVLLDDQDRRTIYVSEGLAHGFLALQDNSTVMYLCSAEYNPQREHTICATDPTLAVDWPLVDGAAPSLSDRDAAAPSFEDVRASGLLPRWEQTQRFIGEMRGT
* hit, by the source's call; . = not tested or not shown.

The first two records, to show the layout:
SMILES	GlmU inhibition	Mtb RmlCD inh
O=Cc1c(-c2ccc(F)cc2)nc2ccccn12	4.4%	-18
COc1ccc(C(=O)O)cc1S(=O)(=O)Nc1ccc(C)cc1	-4.6%	-12

The list itself, from the start:
SMILES	GlmU inhibition	Mtb RmlCD inh
O=Cc1c(-c2ccc(F)cc2)nc2ccccn12	4.4%	-18
COc1ccc(C(=O)O)cc1S(=O)(=O)Nc1ccc(C)cc1	-4.6%	-12
Cc1c(C(=O)NNS(=O)(=O)c2ccccc2)sc(=S)n1C	1.4%	.
C/C(=N\NC(N)=O)c1cccc(Cl)c1	0.3%	6
COc1ccc(CCNC(=O)c2sc3cc(C)ccc3c2Cl)cc1	-2.6%	6
O=C(CN1CCN(Cc2ccc3c(c2)OCO3)CC1)Nc1cc(S(=O)(=O)N2CCCC2)ccc1Cl	-0.2%	-1
CCOC(=O)C1=C(C)Nc2ncnn2C1c1cccnc1 (stereo unspecified)	-4.5%	.
Cc1cccc(Nc2ncnc3ccc(Br)cc23)c1	-1.6%	5
CC1CN(CCCSc2ccc(Cl)cc2)CC(C)O1 (stereo unspecified)	5.1%	-9
CNC(=O)CN(c1cc(OCCOC)c(Cl)cc1Cl)S(=O)(=O)c1ccccc1	-4.3%	-12

Part of the list above, with bars between the fields:
smiles | GlmU inhibition | Mtb RmlCD inh
O=Cc1c(-c2ccc(F)cc2)nc2ccccn12 | 4.4% | -18
COc1ccc(C(=O)O)cc1S(=O)(=O)Nc1ccc(C)cc1 | -4.6% | -12
Cc1c(C(=O)NNS(=O)(=O)c2ccccc2)sc(=S)n1C | 1.4% | .
C/C(=N\NC(N)=O)c1cccc(Cl)c1 | 0.3% | 6
COc1ccc(CCNC(=O)c2sc3cc(C)ccc3c2Cl)cc1 | -2.6% | 6

(further entries)
SMILES	GlmU inhibition	Mtb RmlCD inh
C#CCOc1cc(C2C3=C(COC3=O)Nc3cc4c(cc32)OCO4)ccc1OC (stereo unspecified)	-5.4%	8
COc1ccc(C(=O)c2nccc3ccccc23)cc1	1.7%	4
CCOC(=O)C1=C(C)NC(=O)NC1c1cccc(OC)c1OCc1ccccc1Cl (stereo unspecified)	2.0%	.
Cc1nnc(N2CCN(c3ccccc3)CC2)[nH]c1=O	1.7%	.
O=C(Nc1ccc2c(c1)OCCO2)C1CCCN(S(=O)(=O)c2cnc[nH]2)C1 (stereo unspecified)	-1.4%	4
O=C(NCc1cccs1)C1CC(c2ccc(Cl)cc2)=NO1 (stereo unspecified)	-12%	2
CCOC(=O)N1CCC(NS(=O)(=O)c2ccc(C)c(Cl)c2)CC1	1.7%	-6
O=S(=O)(c1ccc(C2CCCCC2)cc1)N1CCN(c2ncccn2)CC1	-5.6%	.
CCOc1ccc(C2CC(c3c(O)n(C)c(=O)n(C)c3=O)=NN2)cc1 (stereo unspecified)	2.1%	1
CC(C)N(C(=O)COC(=O)c1ccc([N+](=O)[O-])cc1)c1ccccc1	0.7%	5
CC1CCCC(NC(=O)CCCn2c(=S)[nH]c3ccccc3c2=O)C1C (stereo unspecified)	2.1%	31
COc1cccc(C(C)N(C)Cc2nc(-c3ccoc3)oc2C)c1 (stereo unspecified)	1.3%	15
N#Cc1ccc(Oc2ccc(C(F)(F)F)cc2NC(=O)c2ccc(F)cc2)cc1	0.4%	-7
CCN(CC)S(=O)(=O)c1ccc2c(c1)nc(CCC(=O)OCC(=O)Nc1cc(Cl)cc(Cl)c1)n2C	-1.8%	-11
O=C(NCc1cccnc1)Nc1ccc2c(c1)OCO2	-1.1%	1
Clc1ccccc1CN1CCN(/N=C/c2ccncc2)CC1	-2.8%	8
O=C1CN=C(c2ccc(F)cc2)c2oc3ccccc3c2N1	0.5%	-9
Cc1ccn2cc(CSc3ccccc3N)nc2c1	0.3%	.
Cc1noc(C)c1COC(=O)c1cccc(N(C)C)c1	3.0%	2
COc1cc(/C=N\Nc2nc(-c3ccc(C)cc3)c(NC(C)=O)s2)ccc1O	5.8%	.
CC(=O)NC12CC3CC(C)(C1)CC(NC(C)=O)(C3)C2	0.7%	1
COc1ccccc1-n1cc(C(=O)NCC(=O)N2CCN(c3ccccn3)CC2)c2ccccc2c1=O	-1.0%	12
O=C(CN1CCOCC1)Nc1ccc(Oc2ccc(NC(=O)CN3CCOCC3)cc2)cc1	-1.2%	-11
Cc1cc(CNC(=O)[C@H](C)[C@@H]2C[C@@]2(C)[C@@H](NC(=O)OCc2ccccc2)c2ccccc2)nn1C	2.2%	.
COc1ccc(NS(=O)(=O)c2ccc(NC(=O)c3ccccc3)cc2)nn1	-4.7%	.
Nc1nc(CN2CCCCC2)cs1	1.0%	-4
Cc1ccc(S(=O)(=O)Nc2ccc(C(=O)Nc3ccncc3)cc2)cc1	-6.9%	-3
CN(C)c1ccc(C2(O)C(=O)c3ccccc3C2=O)cc1	-1.2%	-5
COc1ccc(S(=O)(=O)N(C)CC(=O)N2CCOCC2)cc1	-4.4%	4
O=C(/C=C/c1ccc(Cl)cc1Cl)c1ccc[nH]1	2.3%	-8

A run of entries from further up, as a working copy:
SMILES	GlmU inhibition	Mtb RmlCD inh
Cc1ccc(S(=O)(=O)Nc2ccc(C(=O)Nc3ccncc3)cc2)cc1	-6.9%	-3
CN(C)c1ccc(C2(O)C(=O)c3ccccc3C2=O)cc1	-1.2%	-5
COc1ccc(S(=O)(=O)N(C)CC(=O)N2CCOCC2)cc1	-4.4%	4
O=C(/C=C/c1ccc(Cl)cc1Cl)c1ccc[nH]1	2.3%	-8

New compounds follow.
SMILES	GlmU inhibition	Mtb RmlCD inh
CCOc1cc(C)c(Cl)cc1S(=O)(=O)n1cnc2ccccc21	1.6%	-9
CS(=O)(=O)N1CCc2cc(-c3csc(NC(=O)C(c4ccccc4)c4ccccc4)n3)ccc21	6.6%	.
Nc1nnc(SC2CCCC2)s1	-0.2%	-13
O=C(CSc1nnc(CNC(=O)C23CC4CC(CC(C4)C2)C3)n1-c1ccccc1)Nc1ccccc1	-3.1%	-2
CC1=C(C(=O)OCc2ccccc2)C(c2ccccc2-c2ccccc2)NC(=O)N1CCCCCC(=O)O (stereo unspecified)	1.9%	.
Nc1c(C(=O)CCC(=O)O)oc2ccc(Cl)cc12	-1.8%	-2
Cc1ccc(C2C3=C(CC(C)(C)CC3=O)OC3=C2C(=O)CC(C)(C)C3)cc1	-0.5%	9
CC(=O)Nc1ccc(NC(=O)C(C)OC(=O)C2(c3ccc(F)cc3)CCCC2)cc1 (stereo unspecified)	4.8%	-8
Cc1c(-c2nnc(SCC(=O)O)n2-c2ccccc2Br)nnn1-c1ccccc1	-3.9%	3
COc1ccc2c(c1)C=CC1(O2)N(CCO)c2ccccc2C1(C)C (stereo unspecified)	1.6%	.
CC(=O)NCCC(=O)Nc1nc(-c2cccs2)c(-c2cccs2)s1	1.1%	8
Cc1ccc(C)c2[nH]c(=O)c(CN(CC3CCCO3)C(=S)NCc3ccco3)cc12 (stereo unspecified)	9.6%	9
CCOC(=O)c1c(C)[nH]c(C(=O)N2CCCC(C(=O)c3cccc(OC)c3)C2)c1C (stereo unspecified)	-4.2%	.
c1ccc(Cn2c[n+](Cc3ccccc3)cn2)cc1	1.4%	.
Cc1ccccc1-c1nn(-c2ccc(F)cc2F)cc1CNC1CC1	1.6%	.
O=C(NCCc1c[nH]c2ccc(Cl)cc12)c1cccnc1	0.5%	-8
Cc1cccc(Sc2ccc([N+](=O)[O-])cc2[N+](=O)[O-])n1	-1.1%	-14
COc1ccccc1OCc1nnc(SCC(=O)c2cc(Cl)ccc2OC)o1	3.1%	14
Cn1c(=O)c2[nH]c(N3CCOCC3)nc2n(-c2ccccc2)c1=O	1.6%	.
Nc1ccc(-c2nc3ccc(-c4nc5ccccc5o4)cc3[nH]2)cc1	5.4%	5
CC(C)N1CCN(Cc2cccc3c2OCO3)CC1CCO (stereo unspecified)	-2.5%	.
CCC(=O)Nc1ccc(Nc2ccccc2)cc1	2.4%	2
CCCCc1ccc(CC2S/C(=C(\C#N)C(=O)N3CCOCC3)N(c3ccccc3)C2=O)cc1 (stereo unspecified)	-5.3%	-8
CCOC(=O)C1CCCN(CC(O)COc2cccc(C)c2)C1 (stereo unspecified)	-3.4%	12
COCCN(C(=O)CCc1nnc(CCc2c[nH]c3ccccc23)o1)C(C)C	3.5%	-9
Cc1nccn1CCc1nc(N)nc(N)n1	4.0%	-4
NS(=O)(=O)c1ccc(NC(=O)Nc2ccc(Cl)cc2)cc1	-4.8%	.
CC1=CC=CC2=NC(=O)CC(C)(C(=O)O)N12 (stereo unspecified)	-4.6%	6
O=C(/C=C/c1ccccc1Cl)c1ccc[nH]1	0.4%	13
N#CCSc1nc2[nH]ncc2c(=O)n1-c1ccccc1Br	1.4%	-11
O=C(CSCc1nc2ccccc2[nH]1)Nc1ccc2ccccc2c1	1.0%	13
CCOC(=O)C1CCN(S(=O)(=O)c2ccc(OC)c(OC)c2)CC1	-6.2%	8
O=C(Nc1ncn[nH]1)c1ccc(Cl)cc1Cl	1.8%	10
CC(C)OCCCNC(=O)NC(=O)c1ccc(Cl)cc1	-0.1%	-10
Cc1ccc(CCNC(=O)C23CN(Cc4ccccc4)CC2C(c2cccc([N+](=O)[O-])c2)=NO3)cc1 (stereo unspecified)	.	5
CCN(CC)c1nc2n(c(=O)n1)CCN2CC	-1.2%	.
N/C(=N\OC(=O)Cc1ccccc1[N+](=O)[O-])c1cccnc1	-7.1%	-18
CC(C)(C)N/N=C/c1cc(Cl)cc([N+](=O)[O-])c1O	-0.1%	-10
CC1CN(C(=O)N2CCCCC2)CCN1C(=O)N1CCCCC1 (stereo unspecified)	4.7%	7
Cc1nn(CC(=O)Nc2ccccn2)c(C)c1[N+](=O)[O-]	-1.5%	-5
Cc1cccc(NNC(=O)C2CCC2)c1	1.4%	6
Cc1cc(N2CCN(C)CC2)nc2ccc(NC(=S)N3CCN(c4ccc(Cl)cc4)CC3)cc12	-14%	-4
COc1cccc(/C=N/NC(N)=S)c1OS(=O)(=O)c1ccccc1	-3.8%	.
CS(=O)(=O)Oc1ccc2c(c1)O/C(=C\c1cccnc1)C2=O	-5.6%	9
O=C(NCc1ccccc1)C1=C[C@H](c2ccccc2)C[C@H](OCc2ccc(CO)cc2)O1	-4.8%	.
O=C(O)C1CCCCC1C(=O)Nc1ccccc1F (stereo unspecified)	14%*	-8
Cc1cccc(NC(=S)NC(=O)C(c2ccccc2)c2ccccc2)n1	0.3%	.
CC(C)N(C(=O)Cn1cc(SCC(=O)NCC2CCCO2)c2ccccc21)C(C)C (stereo unspecified)	0.2%	-5
CCOC(=O)c1cnc2ccc(C(=O)OC)cc2c1Nc1cccc(C(=O)O)c1	0.6%	-11
O=C(c1ccc(S(=O)(=O)Nc2ccc(F)cc2)cc1)N1CCN(c2ccccn2)CC1	-0.9%	5
The listing continues.
SMILES	GlmU inhibition	Mtb RmlCD inh
Cc1ccc(-c2csc(NC(CO)c3nc4ccccc4n3CCOCCO)n2)cc1 (stereo unspecified)	-0.4%	.
O=C(NCc1ccco1)C1CC(=O)N(c2ccc(F)cc2)C1 (stereo unspecified)	-4.0%	-10
COc1ccc2[nH]c3c(c2c1)CCn1c-3nc2sc(C(=O)Nc3ccccc3)c(C)c2c1=O	-5.4%	-5
C/C(=C\CCC1(C)C2CC3C(C2)C31C)C(=O)O (stereo unspecified)	-0.1%	.
Cc1ccc(CC(CC(=O)O)C(=O)NC2CCCCC2)cc1 (stereo unspecified)	-0.8%	.
Cc1ccc(C(=O)NC(=S)NNC(=O)CC#N)cc1	-2.1%	-10
COc1ccc2nc3oc(C(=O)N4CCCCC4)cc3cc2c1	1.1%	.
Cc1ncoc1C(=O)Nc1ccc(Oc2ccccc2)cc1	-3.4%	5
O=S(=O)(c1ccc(F)c(Cl)c1)N1CCCC1	1.4%	4
C(=N\N1CCN(c2ccccn2)CC1)/c1cccc2ccccc12	-0.5%	-6
Cc1cc(C)nc(Nc2nc3ccccc3o2)n1	0.1%	-5
O=S(=O)(N1CCCCC1)N1CCN(S(=O)(=O)N2CCCCC2)CC1	0.4%	-8
Cc1nnc(SCCn2c(N(C)Cc3ccccc3)nc3c2c(=O)[nH]c(=O)n3C)s1	6.2%	-8
Cc1cc(NC(=O)CCc2ccc(C)o2)no1	0.6%	8
Cc1onc(-c2c(F)cccc2Cl)c1C(=O)NCCO	-8.1%	12
CN(C)c1ccc(O)c2c1CC1CC3[C@@H](N(C)C)C(=O)C(C(N)=O)=C(O)[C@]3(O)C(=O)C1=C2O (stereo partly specified)	-4.7%	.
O=C(O)c1c(-n2cccc2)sc2c1CCCC2	7.3%	6
Cc1cc(C(=O)N/N=C2\CC(=O)CC(C)(C)C2)c(C)n1-c1ccccc1	0.4%	-9
Cc1ccc(C2Nc3ccccc3C(=O)N2Cc2ccco2)cc1 (stereo unspecified)	-3.1%	-4
C=CCc1cccc2cc(C(=O)N(C)C)c(=O)oc12	0.5%	.
CCCC(=O)C1=C(O)C(C(=O)OC)C(C)(C)CC1=Nc1ccc(N)cc1 (stereo unspecified)	-0.3%	-10
Nc1ccccc1Nc1cc(-c2ccccc2)nn1-c1cccc(Cl)c1	0.4%	-4

An excerpt; count on the stated rates, not on these rows.
